Assay outcomes: PubChem BioAssay, several laboratories
Bcl-B displacement: displacers of TR3 peptide from Bcl-B, primary screen, selectivity assay for Bfl-1 inhibitor project, biochemical, fluorescence polarization. displacement, % at 20 µM, or IC50 in µM where a hit was titrated. 96,000 tested, 0.11% active. FP displacement of FITC-TR3 peptide from Bcl-B; higher % means a stronger effect;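 active means displacement above 50% at 20 µM plus a fluorescence interference ratio under 1.5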;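 further: plate controls were wells without compound for no effect and wells lacking Bcl-B protein for full effect; a part of the inactive calls stands beside numbers as strong as those of hits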
NFkB transloc inh: blocks IL-1B driven NFkB nuclear translocation in HUVEC cells; HUVEC IL-1B NFkB p65 nuclear translocation imaging; inhibition, % at 2 µM; 94,000 tested, 0.43% active;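 active means inhibition above about 30% together with a positive call from visual inspection of the well image, limit read from the data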;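 further: nuclear over cytoplasmic p65 intensity ratio measured by imaging; 0% = IL-1B stimulated DMSO wells and 100% = unstimulated DMSO wells; values of inactives mirror those of a sister screen read the other way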
PLAP inhibition: PLAP enzyme inhibitors, biochemical, luminescence, HTS (AID 690); 96,000 tested, 0.08% active; purified PLAP, luminescent substrate; higher % means a stronger effect; inhibition, % at 20 µM, or IC50 in µM where a hit was titrated; in the data active means a potency from the dose series; inactive means the rest, 99 in 100 with inhibition below about 30%; further: strong numbers were not always called active
NFkB transloc pot: enhances IL-1B driven NFkB nuclear translocation; HUVEC IL-1B NFkB p65 nuclear translocation imaging; activation, % at 2 µM; 94,000 tested, 0.3% active;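 active means activation above 40%, about the mean plus 3 SD, also judged a hit on visual image review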;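 further: percent activation is computed from the nuclear over cytoplasmic p65 intensity ratio; values of inactives mirror those of a sister screen read the other way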
MRP resist rev: MRP-mediated drug resistance reversal. H69AR cells + 2 uM doxorubicin, CellTiter-Glo, 72 h. differential viability (reversal), % at 10 µM. 85,000 tested, 0.04% active. AID 602;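 active means viability drop by adding the cancer drug above about 55%, with treated viability meeting a 40% cutoff, limit read from the data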;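 further: viability without doxorubicin minus viability with 2 µM doxorubicin for each compound; larger differential means the compound sensitizes cells more to doxorubicin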
MRP resist rev cytotoxicity: recorded beside MRP resist rev, whose call it bears; viability, %; H69AR cells, CellTiter-Glo, 72 h; measured here: cytotoxicity without doxorubicin
MRP resist rev with doxorubicin: recorded beside MRP resist rev, whose call it bears; viability, %; measured here: viability with 2 uM doxorubicin; hits give low values
NFkB transloc inh cell count 2 µM: also measured in NFkB transloc inh; calls as there; cell count; measured here: cells passing quality filter;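 raw number of nuclei counted in each imaged well without normalization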
NFkB transloc pot cell count 2 µM: further read-out of NFkB transloc pot, marked with its call; cell count; measured here: cells passing quality filter
The depositor's hits bear a star; . = not tested or not shown. Only part of the results is shown; rates above refer to the full screens.

SMILES	Bcl-B displacement	NFkB transloc inh	NFkB transloc inh cell count 2 µM	PLAP inhibition	NFkB transloc pot	NFkB transloc pot cell count 2 µM	MRP resist rev	MRP resist rev cytotoxicity	MRP resist rev with doxorubicin
CC(=O)C1=C(C)Nc2ncnn2C1c1ccccc1OCc1ccccc1 (stereo not given)	-1%	-8	47	10%	8	47	2	73	71
COc1ccc2c(c1)CCCN2C(N)=O	-7%	1	86	17%	-1	86	2	99	97
COc1ccc(C)cc1NC(=O)CCCN1C(=O)CCC1=O	8%	11	96	18%	-11	96	-8	92	100
CN(C)Cc1c(C#N)c2ccccc2n1C	-2%	-5	126	4%	5	126	1	88	87
CC(C)(C)NC(=O)CN(Cc1cccs1)C(=O)C1COc2ccccc2O1 (stereo not given)	-6%	4	138	1%	-4	138	.	.	.
Cc1ccc2[nH]c(=O)c(CN(CCN3CCOCC3)C(=O)Nc3ccccc3F)cc2c1	.	-35	128	.	35	128	3	72	69
CCCc1cc(-c2n[nH]c(C)c2-c2ccc(C(=O)OCC)o2)c(O)cc1O	1%	-22	112	-70%	22	112	-19	48	68
O=C(Nc1cccn2ncnc12)C(Cl)Cl	9%	.	.	7%	.	.	12	102	90
COc1ccc(CN2CCCCC2C)cc1OC (stereo not given)	5%	-13	57	29%	13	57	15	105	90
CCOc1ccc(NC(=O)CSc2nnc(CCNC(=O)c3ccc(OC)cc3)n2C)cc1	-2%	-22	186	-2%	22	186	-12	89	100
CN(C)c1ccc(/C=c2\sc3n(c2=O)CCCN=3)cc1	-32%	8	131	21%	-7	131	5	82	77
O=C(NCc1ccco1)c1ccccc1Nc1ccc(F)cc1	2%	7	78	32%	-7	78	19	66	47
Cc1nc2scc(-c3cccs3)c2c(=O)n1CC(=O)O	1%	-10	145	-14%	10	145	.	.	.
COc1ccc(Cl)cc1NC(=S)NCc1ccco1	-3%	11	163	19%	-11	163	1	95	94
CCOCCCNC(=O)c1cn(CC(C)C)c(=O)c2cc(OC)c(OC)cc12	4%	.	.	-32%	.	.	-2	80	82
COC(=O)C(C)N(C#N)c1nc(C)nc(C)n1 (stereo not given)	5%	12	171	-15%	-12	171	4	99	95
O=c1[nH]nc2n1CCCCC2	2%	6	107	10%	-6	107	8	99	92
O=[N+]([O-])c1ccc(O)c(NC(=S)Nc2ccccc2)c1	7%	-1	125	21%	1	125	0	78	79
Cc1nc2ccc(NC(=O)N3CCOCC3)cc2s1	-4%	51*	73*	20%	-51	73	2	94	92
Cc1nc(C)n(CC(O)COc2ccc3c(c2)CCC3)n1 (stereo not given)	0%	4	117	-36%	-5	117	13	102	90
Cc1cc(NC(NC(=O)c2ccco2)(C(F)(F)F)C(F)(F)F)no1	-16%	2	129	16%	-2	129	36	97	60
COc1ccc(OC)c2[nH]c(=O)c(CCNC(=O)CC(C)C)cc12	-9%	4	150	5%	-4	150	2	92	91
COc1cc(-c2nnc(SCc3ccccc3Cl)o2)cc(OC)c1OC	-3%	6	183	2%	-7	183	-3	80	83
CCOc1ccc(-c2noc(CCC(N)=O)n2)cc1OCC	-10%	.	.	0%	.	.	5	101	96
Cc1ccc(S(=O)(=O)NCC(=O)NC2CCCC2)cc1	-11%	-2	128	.	2	128	4	94	89

A stretch from the list above:
SMILES	Bcl-B displacement	NFkB transloc inh	NFkB transloc inh cell count 2 µM	PLAP inhibition	NFkB transloc pot	NFkB transloc pot cell count 2 µM	MRP resist rev	MRP resist rev cytotoxicity	MRP resist rev with doxorubicin
COC(=O)C(C)N(C#N)c1nc(C)nc(C)n1 (stereo not given)	5%	12	171	-15%	-12	171	4	99	95
O=c1[nH]nc2n1CCCCC2	2%	6	107	10%	-6	107	8	99	92
O=[N+]([O-])c1ccc(O)c(NC(=S)Nc2ccccc2)c1	7%	-1	125	21%	1	125	0	78	79
Cc1nc2ccc(NC(=O)N3CCOCC3)cc2s1	-4%	51*	73*	20%	-51	73	2	94	92
Cc1nc(C)n(CC(O)COc2ccc3c(c2)CCC3)n1 (stereo not given)	0%	4	117	-36%	-5	117	13	102	90
Cc1cc(NC(NC(=O)c2ccco2)(C(F)(F)F)C(F)(F)F)no1	-16%	2	129	16%	-2	129	36	97	60

Carrying on.
SMILES	Bcl-B displacement	NFkB transloc inh	NFkB transloc inh cell count 2 µM	PLAP inhibition	NFkB transloc pot	NFkB transloc pot cell count 2 µM	MRP resist rev	MRP resist rev cytotoxicity	MRP resist rev with doxorubicin
CCCOc1nc2c(c(=O)n(C)c(=O)n2C)n1Cc1cccc2ccccc12	-3%	-4	123	-64%	4	123	7	97	90
O=C(CSc1nnc(-c2ccc(Cl)cc2)o1)N1CCN(c2ccccc2)CC1	17%	.	.	-7%	.	.	-5	89	94
O=C1NC(c2ccccc2)C(C(=O)c2cccs2)C(O)(C(F)(F)F)N1 (stereo not given)	-1%	-4	92	-8%	4	92	16	106	90
O=C(Nc1ccc(N2CCOCC2)cc1)c1ccc(Cl)nc1	102%	1	93	7%	-1	93	6	89	83
CCN(CC)S(=O)(=O)c1ccc(/C(O)=C(\C#N)c2nc3ccccc3n2C)cc1	11%	1	133	-92%	-1	133	-3	88	91
Cc1cc(C(C)(C)C)cc(S(=O)(=O)NCCO)c1C	-9%	2	183	-21%	-2	183	16	107	91
COc1cccc(N2C(=O)CC(c3c[nH]c4ccccc34)C2=O)c1 (stereo not given)	1%	-6	116	-20%	6	116	-12	78	90
O=C(Nc1cccn(Cc2ccc(F)cc2)c1=O)NC1CCCCC1	-2%	0	180	35%	0	180	8	89	81
COc1ccc(C2C(C(C)=O)=C(O)C(=O)N2c2cccnc2)cc1OC (stereo not given)	10%	-4	164	-8%	4	164	9	98	90
COc1ccc(C2CC(=O)C(C=NCCCN3CCOCC3)=C(O)C2)cc1 (stereo not given)	-4%	-21	149	-3%	21	149	.	.	.
CC1CN(S(=O)(=O)c2cccc(-c3cn4ccccc4n3)c2)CC(C)O1 (stereo not given)	6%	0	75	-58%	0	75	-2	76	78
CCCn1nnc(NC(=O)c2ccc(F)cc2)n1	-8%	3	153	6%	-3	153	3	91	88
Cc1ccc(C(=O)Nc2ccc3c(c2)OCO3)cc1S(=O)(=O)N1CCCCC1	-30%	0	122	10%	0	122	-18	68	87
Cc1cc([N+](=O)[O-])nn1CC(=O)NNC(=S)Nc1ccc(F)cc1	3%	6	154	-87%	-6	154	.	.	.
Cc1ccc(O)c(C2=NNC(O)(C(F)(F)F)C2)c1 (stereo not given)	2%	-5	217	-117%	5	217	-1	86	87
CCOC(=O)NC1(NC2CCCCC2)Oc2ccccc2O1	7%	-1	209	-31%	1	209	-15	21	36
Cc1nc(SCC(=O)c2ccc(Cl)s2)c2oc3ccccc3c2n1	-5%	-3	141	5%	3	141	.	.	.
COc1ccc(-c2csc(C3=C(O)CN(Cc4ccc(Cl)cc4)C3=N)n2)cc1OC	-8%	-17	203	-43%	17	203	.	.	.
COc1ccc(N=C(C)C2=C(O)COC2=O)cc1	-17%	2	64	12%	-2	64	-7	80	87
CCn1ncc(/C=C/C(=O)Nc2c(C)nn(Cc3ccc(Cl)cc3Cl)c2C)c1C	-9%	4	132	-49%	-4	132	.	.	.
COC(=O)COc1ccc(S(=O)(=O)NCCC2=CCCCC2)cc1C	-5%	.	.	14%	.	.	27	102	75
Cc1cccc2cc(CN(CC3CCCO3)C(=O)c3ccco3)c(=O)[nH]c12 (stereo not given)	4%	0	181	-19%	0	181	-3	85	88
COc1ccc(CNC(=O)C2CCCN2C(=O)NC2CCCCC2)cc1 (stereo not given)	3%	4	132	0%	-4	132	-11	96	107
C=CCn1c(-c2ccc(OC)cc2)csc1=Nc1c(C)n(C)n(-c2ccccc2)c1=O	16%	0	173	-47%	0	173	5	97	92
Cn1c(C(=O)O)c(CC(=O)Nc2ccc3c(c2)OCCO3)c2ccccc21	-9%	12	86	-37%	-12	86	-10	82	93

Random excerpt: five compounds from above
SMILES	Bcl-B displacement	NFkB transloc inh	NFkB transloc inh cell count 2 µM	PLAP inhibition	NFkB transloc pot	NFkB transloc pot cell count 2 µM	MRP resist rev	MRP resist rev cytotoxicity	MRP resist rev with doxorubicin
Cc1cc(C(C)(C)C)cc(S(=O)(=O)NCCO)c1C	-9%	2	183	-21%	-2	183	16	107	91
C=CCn1c(-c2ccc(OC)cc2)csc1=Nc1c(C)n(C)n(-c2ccccc2)c1=O	16%	0	173	-47%	0	173	5	97	92
CCn1ncc(/C=C/C(=O)Nc2c(C)nn(Cc3ccc(Cl)cc3Cl)c2C)c1C	-9%	4	132	-49%	-4	132	.	.	.
COc1ccc(C2C(C(C)=O)=C(O)C(=O)N2c2cccnc2)cc1OC (stereo not given)	10%	-4	164	-8%	4	164	9	98	90
Cc1cccc2cc(CN(CC3CCCO3)C(=O)c3ccco3)c(=O)[nH]c12 (stereo not given)	4%	0	181	-19%	0	181	-3	85	88

The main list resumes; the two compounds before the break are reprinted first.
SMILES	Bcl-B displacement	NFkB transloc inh	NFkB transloc inh cell count 2 µM	PLAP inhibition	NFkB transloc pot	NFkB transloc pot cell count 2 µM	MRP resist rev	MRP resist rev cytotoxicity	MRP resist rev with doxorubicin
C=CCn1c(-c2ccc(OC)cc2)csc1=Nc1c(C)n(C)n(-c2ccccc2)c1=O	16%	0	173	-47%	0	173	5	97	92
Cn1c(C(=O)O)c(CC(=O)Nc2ccc3c(c2)OCCO3)c2ccccc21	-9%	12	86	-37%	-12	86	-10	82	93
Cc1ccc(Cl)cc1NC(=O)CC(O)(C(F)(F)F)C(F)(F)F	-3%	-5	107	5%	5	107	-2	4	7
CCc1cc(=O)oc2cc(C)cc(OC(=O)c3ccco3)c12	-7%	-14	129	18%	14	129	-8	68	76
CCOC(=O)c1[nH]nc(-c2c(O)cc(C)cc2O)c1-c1csc(C)n1	-9%	-25	70	-114%	25	70	-3	97	100
COc1ccc(OC)c(-c2cc(C(=O)Nc3c(C)n(C)n(-c4ccccc4)c3=O)no2)c1	-4%	-5	144	-8%	5	144	.	.	.
CS(=O)(=O)N(Cc1ccc(C(=O)NCCSCc2ccco2)cc1)c1ccccc1	3%	-14	54	24%	14	54	9	104	94
CC1=C(/C=C/C(=O)O)C(C)(C)CCC1	2%	-4	203	-32%	4	203	-11	98	109
O=S(=O)(c1ccc(N2CC=C(c3ccccc3)CC2)nc1)N1CCCC1	-6%	.	.	-23%	.	.	-10	81	91
Cc1sc2nc(SCC(=O)C(C)(C)C)n(Cc3ccco3)c(=O)c2c1C	5%	-20	66	-3%	20	66	1	92	91
COc1cccc(-c2cc(C(=O)Nc3cc(C)nn3-c3ccccc3)no2)c1	-10%	-4	196	-12%	4	196	-10	87	96
COc1cccc(C2=CC(c3ccccc3)n3ncnc3N2)c1 (stereo not given)	32%	6	138	-30%	-6	138	.	.	.
O=C(OCC(=O)N1CCCc2ccccc21)C1CCN(S(=O)(=O)c2cccs2)CC1	7%	-8	130	-46%	8	130	13	99	86
C/C=C/C(=O)Nc1nnc(C(C)C)s1	.	-11	97	.	11	97	26	96	70
Cc1ccccc1-c1nnc(-c2ccccc2C)o1	.	-23	122	.	23	122	8	72	64
COC(=O)c1ccc(Nc2cc(C)nc3ncnn23)cc1	1%	17	142	-121%	-17	142	-1	95	96
CCOc1ccc(OCC)c(S(=O)(=O)N2CCCCC2C)c1 (stereo not given)	-13%	-20	119	-41%	20	119	-1	78	79
C[C@H](NS(=O)(=O)c1ccccc1F)C(=O)OCC(=O)N1CCc2ccccc21	3%	8	42	6%	-8	42	-2	97	99
Cn1cccc1Cc1nnc(SCC(=O)N2CCOCC2)n1CCc1ccccc1	-1%	.	.	-20%	.	.	9	98	89
COc1cc(NC(=O)C2CCCCC2)c(OC)cc1NC(=O)c1ccco1	-5%	-2	90	3%	2	90	-12	65	77
